Bioassay records deposited in PubChem by Southern Research Specialized Biocontainment Screening Center.
M. tuberculosis HTS = M. tuberculosis growth inhibition, HTS (AID 449762); M. tuberculosis H37Rv growth inhibition, 7H9 media; higher % means a stronger effect; inhibition, % at 25 µM, or IC50 in µM where a hit was titrated; actives 0.59% (n = 330,000); in the data active = a potency from the dose series; inconclusive = inhibition above about 70% without an active follow-up result;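 note: bacterial growth assessed after seven days of incubation; strong numbers were not always called active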
tuberculosis growth = growth inhibition of non-replicating M. tuberculosis (AID 488890); Mycobacterium tuberculosis non-replicating, growth inhibition; higher % means a stronger effect; inhibition, % at 25 µM; hits with a dose series show IC50 in µM; actives 0.39% (n = 320,000); in the data active = a potency from the dose series; inconclusive = inhibition mostly from about 82% at the one dose, without a potency; inactive = the rest, 99 in 100 with inhibition below about 76%;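 note: plate controls were DMSO cells for no effect and high antibiotic wells for full effect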
VEEV TC-83 Vero = inhibitors of VEEV TC-83 cytopathic effect, confirmation, Vero cells (AID 588727); Vero cells, VEEV TC-83 cytopathic effect inhibition; higher % means a stronger effect; inhibition, % at 20 µM, or IC50 in µM where a hit was titrated; actives 0.13% (n = 350,000); in the data active = a potency from the dose series; inconclusive = inhibition mostly from about 14% at the one dose, without a potency; inactive = the rest, 99 in 100 with inhibition below about 12%; note: strong numbers were not always called active
PhoP GFP inhibition = PhoP regulon inhibitors, Salmonella typhi PhoP promoter GFP reporter, confirmatory (AID 1850) | Salmonella Typhi PhoP-promoter GFP reporter, fluorescence, 4 h; higher % means a stronger effect | one-dose inhibition, % at 50 µM; IC50 in µM for titrated hits | actives 0.33% (n = 310,000); in the data active = a potency from the dose series; inconclusive = inhibition mostly from about 25% at the one dose, without a potency; inactive = the rest, 99 in 100 with inhibition below about 19%;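 note: 0% = induced wells with vehicle and 100% = uninduced wells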
H1N1 NS1A inhibition = H1N1 influenza NS1A inhibitors, functional cell based assay (AID 504329); NS1A functional cell-based assay, percent inhibition; higher % means a stronger effect; inhibition, % at 12.5 µM; hits with a dose series show IC50 in µM; actives 0.3% (n = 340,000); in the data active = a potency from the dose series; inconclusive = inhibition above about 27% without an active follow-up result; note: strong numbers were not always called active
VEEV TC-83 Vero 10K pilot screen = further read-out of VEEV TC-83 Vero, marked with its call; inhibition, %; measured here: 10K pilot screen inhibition
* = called active by the depositor; i = inactive; ? = inconclusive; . = not tested or not shown.

SMILES	M. tuberculosis HTS	tuberculosis growth	VEEV TC-83 Vero	PhoP GFP inhibition	H1N1 NS1A inhibition	others
NNC(=O)c1nc[nH]c1C(=O)Nc1ccccc1[N+](=O)[O-]	36%	-14%	1.3%	10%	12%
O=C(CNS(=O)(=O)c1ccccc1)N1CCN(c2ccccc2)CC1	2%	1%	i	-15%	-13%
Cc1nnc(NC(=O)CCN2C(=O)/C(=C\c3ccccc3)SC2=S)s1	-6%	11%	0.9%	2%	-1%
Cc1nc2ccc(S(=O)(=O)NCC(=O)N3CCc4ccccc43)cc2s1	1%	11%	0.5%	-11%	3%
COCCNC(=O)c1cn(C)c2ccccc2c1=O	-10%	-3%	0.9%	12%	-2%
C#CCOCCOCCOCCNc1nc(N2CCN(C(=O)CCCCCCCCCCNC(=O)[C@@H](CCSC)n3cc(CCO)nn3)CC2)nc(N2CCN(C(=O)CCCCCCCCCCNC(=O)[C@@H]([C@H](C)O)n3cc(C)nn3)CC2)n1	3%	-1%	0.2%	-3%	-7%	VEEV TC-83 Vero 10K pilot screen=1.3
O=C(COc1ccc(F)cc1)NCC1(N2CCCCC2)CCCCC1	.	.	0.6%	.	3%
COc1ccccc1NC(=O)C(C)OC(=O)CN1C(=O)C2CC=CCC2C1=O (centres undefined)	-1%	-9%	3.0%	2%	-4%
COc1ccc(/C=C2\CCc3ccccc3C2=O)cc1O	7%	32%	5.0%	8%	-1%
CC(OC(=O)c1ccc(Cl)c([N+](=O)[O-])c1)C(=O)N1CCN(Cc2ccccc2)CC1 (centres undefined)	-7%	32%	i	.	-7%
Cc1cccc2sc(N(CCCN(C)C)C(=O)c3cc4ccccc4oc3=O)nc12	-5%	73%	1.1%	-3%	11%	VEEV TC-83 Vero 10K pilot screen=0.0
Cc1ccc(Cl)cc1N(CC(=O)NC(C)c1ccccc1)S(C)(=O)=O (centres undefined)	1%	10%	i	-5%	1%
CC(C)(C)[C@H]1C=C(C(=O)NC2CC2)O[C@@H](OCCCCO)C1	4%	-7%	0.3%	12%	10%
Cc1cccc(C(=O)Nc2nc(C)c(C(=O)Nc3ccc4c(c3)CCC4)s2)c1	?	19%	6.2%	4%	-6%
O=C(C(=O)N1CCN(c2cccc(Cl)c2)CC1)c1c[nH]c2ccccc12	4%	-2%	0.3%	-5%	13%
CC(C)=C1C2C=CC1C(C(=O)Nc1cccc(C)c1)C2C(=O)O (centres undefined)	4%	5%	0.2%	4%	-5%
CC1(C2CC2)NC(=O)N(CC(=O)Nc2ccc(C(F)(F)F)cc2)C1=O (centres undefined)	4%	-14%	i	.	-12%
Cc1ccccc1-c1nc(CN2CCC(C(=O)O)CC2)c(C)o1	-11%	.	i	1%	8%
COc1ccccc1C(=O)NC(=O)COC(=O)c1cc[n+]([O-])cc1	-2%	-10%	1.5%	-2%	-9%
COc1ccc(CCN2C(=O)C(C)=C(C)C2=O)cc1OC	1%	-11%	i	-5%	-2%
CCOc1ccc(N(C)S(=O)(=O)c2csc(C(N)=O)c2)cc1	6%	-3%	0.6%	-1%	-9%
O=c1[nH]c(=S)[nH]c2sccc12	-1%	-3%	1.3%	-10%	2%
O=c1c2c(-c3ccccc3)ccnc2[nH]n1-c1ccccc1	16%	15%	1.5%	-2%	-3%
Cc1ccc(S(=O)(=O)Nc2ccccc2F)cc1C(=O)NNC(=O)c1ccccc1O	0%	11%	0.8%	-1%	-6%
CCOc1ccc(S(=O)(=O)NCCC(=O)N2CCN(c3ccc(OC)cc3)CC2)cc1	1%	4%	i	8%	8%
C1=Cc2ccccc2Nc2ccccc21	-3%	17%	0.5%	6%	0%
COC(=O)C1=C(c2ccc(-c3ccccc3)c(F)c2)C[C@@H]2CC[C@H]1N2C(=O)NCCc1ccccc1	1%	-5%	i	.	1%
CCn1c(=O)cc(OCC(=O)NCc2cccnc2)c2ccccc21	-11%	9%	1.3%	-13%	1%	VEEV TC-83 Vero 10K pilot screen=1.2
CN(Cc1c(C(=O)N(C)Cc2ccccc2)nc2ccccn12)CC1Cc2ccccc2O1 (centres undefined)	1%	16%	8.0%	-3%	5%
Fc1ccc(Oc2nc(-c3ccccc3)nnc2C(F)(F)F)cc1	7%	23%	1.1%	-1%	0%
COCCn1c(Cc2ccccc2)nnc1SCc1ccc([N+](=O)[O-])cc1	8%	4%	0.6%	-7%	-1%
CCC(=Nc1ccccc1O)C1=C(O)CC(c2ccccc2)CC1=O (centres undefined)	?	?	0.5%	-3%	-2%
COc1ccc(C2C(C#N)=C(N)Oc3cc(O)ccc32)cc1C (centres undefined)	7%	29%	1.8%	-7%	5%
Cc1ccc(-c2cc(C(=O)NCC(c3ccccc3)N(C)C)c3ccccc3n2)o1 (centres undefined)	0%	38%	10%	.	0%
CCOc1ccccc1NC(=O)N1CCC(c2nc3ccc(C)cc3[nH]2)CC1	65%	4%	0.5%	-1%	1%
CC(NC(=O)CSc1nnc(COc2ccccc2)o1)c1ccccc1 (centres undefined)	-8%	80%	2.3%	2%	3%
Cc1ccc(S(=O)(=O)Nc2cc(C(=O)Nc3cc(C)cc(C)c3)ccc2Cl)cc1	-7%	9%	6.0%	-1%	-5%
CSc1ccc(S(=O)(=O)Nc2ccc3c(c2)NC(=O)CC3)cc1	-2%	17%	i	7%	1%
COC(=O)c1cc(NC(=O)c2cccc(C(F)(F)F)c2)c(=O)oc1C/C=N/OCc1cccc(Cl)c1Cl	0%	5%	0.5%	-4%	3%
O=C(OCC(=O)N1CCCC1)c1ccc(Cl)nc1	10%	29%	1.9%	.	-10%
COc1ccc(/C=C/c2ccncc2)cc1	2%	27%	2.8%	-1%	-3%
CCCCNC(=O)C1CCC(CNS(=O)(=O)c2ccc(NC(C)=O)cc2)CC1 (centres undefined)	-3%	-3%	i	9%	-1%	VEEV TC-83 Vero 10K pilot screen=0.7
Nc1ccc(C(=O)Nc2ccc3cc(S(=O)(=O)O)ccc3c2)cc1	.	.	0.2%	.	-9%
Cc1cc(C(=O)OCC(=O)N2CCOCC2)c(C)n1-c1ccccc1	9%	11%	1.5%	.	-3%
Cc1nc(CS(=O)(=O)c2ccc(Cl)cc2)cc(Sc2ccccc2Cl)n1	7%	17%	3.7%	2%	3%
CN1C(=O)c2cccc3c(S(N)(=O)=O)ccc1c23	7%	-2%	0.9%	-2%	-4%
COc1ccccc1NC(=O)CCc1nnc2ccc(NCc3ccco3)nn12	9%	5%	3.4%	11%	3%
CCn1ncc([N+](=O)[O-])c1C(=O)Nc1ccc(C(=O)N2CCCCC2)cc1	-3%	4%	1.9%	-1%	-2%
COc1ccc(C(=O)Nc2ccc(N3CCC(C)CC3)cc2)cc1Br	2%	-10%	1.0%	-8%	6%
CCCCC(=O)c1ccc(O)cc1	?	?	0.1%	0%	-14%
CNCC(C)c1ccccc1 (centres undefined)	7%	-9%	6.0%	-10%	-5%
CC(C)NC(=O)CCCn1c(=S)[nH]c2cc3c(cc2c1=O)OCO3	10%	-4%	1.2%	-17%	-4%
CCOC(=O)C1CCN(C(=O)COc2ccc(S(=O)(=O)N3CCOCC3)cc2)CC1	-8%	-17%	1.5%	-4%	-4%
O=c1cc(N2CCCCC2)c(-c2ccccc2)nn1Cc1ccc(Cl)cc1	-4%	3%	3.9%	-1%	-10%
O=C(/C=C\c1ccco1)c1ccc(NC(=O)c2ccco2)cc1	-8%	20%	8.2%	-2%	5%
CC(=O)Nc1ccc(S(=O)(=O)N2CCC(N(C)CCC(C)C)CC2)cc1	-11%	.	i	7%	7%
C[C@H]1CN([C@@H](C)CO)C(=O)c2cccc(NC(=O)C3CC3)c2O[C@H]1CN(C)CC1CCCCC1	2%	5%	0.2%	.	-7%
Cc1nn(-c2ccc(Cl)cc2)c2sc(C(=O)N3CCN(c4ccccn4)CC3)cc12	1%	-6%	0.7%	0%	0%
O=S(=O)(Nc1nc2ccccc2nc1N1CCc2ccccc2C1)c1ccc(Br)cc1	-11%	-6%	11%	-18%	2%
Cc1ccsc1C1Nc2ccc3ncccc3c2C2=C1C(=O)CC(C)(C)C2 (centres undefined)	10%	40%	i	-4%	22%

Following part.
SMILES	M. tuberculosis HTS	tuberculosis growth	VEEV TC-83 Vero	PhoP GFP inhibition	H1N1 NS1A inhibition	others
C#C[C@]1(O)CC[C@H]2[C@@H]3CCC4=C(CCC(=O)C4)[C@H]3CC[C@@]21C	49%	15%	5.2%	5%	-1%
COc1cc2c(cc1OC)-c1cc(Nc3cccc(F)c3)nc(=O)n1CC2	.	.	0.6%	.	-6%
COc1c(O)c(=O)n2c3ccccc3c3ccnc1c32	-12%	21%	1.6%	-9%	-8%
O=C(OCCC1Oc2cccnc2NC1=O)c1ccc([N+](=O)[O-])cc1 (centres undefined)	1%	20%	.	-1%	.
COc1ccccc1NC(=O)CCc1c(C)[nH]c(=O)c(C#N)c1C	-6%	-5%	0.8%	-1%	-12%
COc1ccc(OC)c(NC(=O)CC2SC(=N)N(c3ccccc3)C2=O)c1 (centres undefined)	-8%	6%	2.0%	10%	-2%
NC/C(=N\O)c1ccc(Cl)cc1Cl	1%	71%	0.4%	-7%	1%
Cn1c(=O)cc(OCCCC(=O)NCc2ccc(F)cc2Cl)c2ccccc21	9%	-6%	i	-9%	3%
CCn1c(SCC(=O)N2CCN(S(=O)(=O)c3ccccc3)CC2)nnc1-c1cccs1	-3%	2%	2.9%	-19%	-5%
Cc1cc(C)n(-c2ccc(S(=O)(=O)N3CCCC3)cc2[N+](=O)[O-])n1	8%	1%	0.3%	-10%	0%
CC(C)n1ncc2c(C(=O)Nc3cccc(S(=O)(=O)N(C)C)c3)cc(C3CC3)nc21	33%	1%	7.5%	.	-9%
COc1ccc(CN(C)CC(=O)NCC(=O)Nc2c(C)cccc2C)cc1	15%	16%	0.4%	.	-7%
COc1ccc(NC(=O)N2CCCC(CCC(=O)N(C)CCc3ccccn3)C2)cc1 (centres undefined)	-10%	-2%	i	-3%	-9%
CCCN1CCc2c(sc(NC(=O)c3ccc(S(=O)(=O)N(C)c4ccccc4)cc3)c2C(=O)NC)C1	?	42%	2.4%	-17%	-9%
O=C(COC(=O)/C=C/c1ccc(C(F)(F)F)cc1)NC1CCS(=O)(=O)C1 (centres undefined)	27%	13%	1.0%	9%	-4%
CCN(CC)S(=O)(=O)c1ccc(O)c(C(=O)OCC(=O)NC2CCCC2)c1	-11%	0%	0.6%	3%	-3%
